Source: PubChem BioAssay
KB-V1 MDR tox = kills drug-selected multidrug resistant KB-V1 cells. KB-V1 MDR cells viability, CellTiter-Glo, 72 h. Potency, µM (series often up to 46.1 µM), inactives show at the highest dose activity change, negative = cytotoxicity, most hits filed as cytotoxic. 400,000 compounds, 3.4% hits; further: potency means the concentration at half of the fitted maximal effect; on the % scale 0 is the no-effect control and ±100 the full control effect; nearly all actives have a fitted effect of over 60% in size
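KB-V1, DMEM (no phenol red) + 10% FBS; cpd pin-transferred, titration series; 72 h, 37 degrees C; CellTiter-Glo, luminescence. Data normalized, curve-fit.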
HT1080 IDH1KD tx = HT-1080 IDH1 knockdown cell toxicity (counter line); HT-1080 IDH1 knockdown viability, ATP luminescence, 48 h; Potency, µM (series often up to 46.1 µM), without a hit: at the highest dose activity, negative = toxicity, usual class: cytotoxic; 360,000 compounds, 2% hits; AID 686971;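 further: potency means the concentration at half of the fitted maximal effect; 0% = DMSO wells and -100% = cell-free medium wells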
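In this qHTS, HT-1080 cells depleted of IDH1 are exposed for 48 h at 37 °C to compound titrations. Toxicity is scored from CellTiter-Glo luminescence, with DMSO as full viability and medium alone as none.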
IL1B secr inh = blocks inflammasome-driven IL-1 beta release | activity change, % at 57.5 µM | 360,000 compounds, 4.7% hits | THP-1 LPS/ATP IL-1B secretion, AlphaLISA, 16 h; active compounds read low; in the data active means activity change below about -50%; inconclusive means mostly about -30% to -49%; further: on the % scale 0 is the no-effect control and ±100 the full control effect
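Secreted IL-1B measured by AlphaLISA bead assay after 16 h compound exposure of THP-1 cells; compounds (final up to 57.5 uM) added 1 h before LPS (250 ng/mL) and ATP (1.25 mM) stimulation; lower signal means less secretion.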
DRD3 agonist = agonists of human D3 dopamine receptor. P35462. D3R DiscoveRx beta-arrestin cells, luminescence, 90 min. max activation, %. 410,000 compounds, 0.58% hits. AID 652048; in the data active means max activation above about 30%; further: 0% is about no effect; mostly tested at two doses, the higher about 12 µM
Target sequence (P35462 whole entry, looked up): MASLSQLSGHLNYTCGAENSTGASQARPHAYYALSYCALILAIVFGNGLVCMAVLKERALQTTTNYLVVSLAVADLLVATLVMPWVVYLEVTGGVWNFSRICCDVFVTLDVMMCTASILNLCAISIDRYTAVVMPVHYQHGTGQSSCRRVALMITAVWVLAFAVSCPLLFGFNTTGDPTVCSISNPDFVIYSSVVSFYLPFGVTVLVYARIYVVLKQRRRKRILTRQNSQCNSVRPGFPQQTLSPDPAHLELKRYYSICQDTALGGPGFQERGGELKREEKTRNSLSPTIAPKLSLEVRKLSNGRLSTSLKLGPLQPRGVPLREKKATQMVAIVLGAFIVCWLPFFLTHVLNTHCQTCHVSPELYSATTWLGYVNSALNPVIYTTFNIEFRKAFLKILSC
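Cells at 1500/well, incubated overnight, then treated with pinned compounds (dopamine as control) for 90 min at 37 degrees C. DiscoveRx reagent added for 30 - 60 minutes at room temperature; luminescence read.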
GLP1R ag = GLP-1 receptor (human) agonism; HEK293 GLP-1R CRE-luciferase, luminescence, 4-6 h; cells express a hypersensitive GLP-1R form; 380,000 compounds, 0.007% hits; P43220; Potency, µM (highest dose often 45.6 µM), for the others: top-dose activation, hits mostly activators; further: potency means the concentration at half of the fitted maximal effect; % of control where 0% means no effect
Target sequence (P43220 whole entry, looked up): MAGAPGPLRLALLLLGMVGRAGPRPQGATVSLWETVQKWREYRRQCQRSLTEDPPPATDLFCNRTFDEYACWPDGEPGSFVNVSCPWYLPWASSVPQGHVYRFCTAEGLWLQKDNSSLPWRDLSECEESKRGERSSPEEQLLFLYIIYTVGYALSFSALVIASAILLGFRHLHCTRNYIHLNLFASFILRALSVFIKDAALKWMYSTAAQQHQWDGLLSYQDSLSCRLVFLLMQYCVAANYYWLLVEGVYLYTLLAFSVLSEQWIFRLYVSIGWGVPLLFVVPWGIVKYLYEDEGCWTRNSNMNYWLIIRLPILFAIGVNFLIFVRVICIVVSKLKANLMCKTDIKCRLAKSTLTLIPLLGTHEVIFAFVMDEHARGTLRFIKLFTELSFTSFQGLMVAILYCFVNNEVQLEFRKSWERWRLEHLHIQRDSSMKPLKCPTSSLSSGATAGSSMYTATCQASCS
SW480 rereplic = induces DNA re-replication in SW480 colon adenocarcinoma cells; SW480 DNA re-replication, Hoechst DNA content imaging, 48 h; Potency, µM (doses to about 46.1 µM), for inactives: at the top dose re-replication activation, actives largely listed as activators; 340,000 compounds, 1.8% hits; further: potency means the concentration at half of the fitted maximal effect; % of control where 0% means no effect; nearly all actives have a fitted effect of over 55% in size
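Hoechst fluorescence of nuclei (405 nm excitation, 500-530 nm emission) measured by plate-scanning imager after 48 hr compound exposure at 37 C; re-replication scored as increased number of nuclei with elevated intensity.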
KB-3-1 cytotox = kills parental KB-3-1 adenocarcinoma cells; KB-3-1 viability, CellTiter-Glo ATP luminescence, 72 h; Potency, µM (titrated, usually from 46.1 µM), without a hit: at the top dose activity change, negative = cytotoxic, hits mostly cytotoxic; 400,000 compounds, 1.4% hits; AID 1347075; further: potency means the concentration at half of the fitted maximal effect; on the % scale 0 is the no-effect control and ±100 the full control effect; nearly all actives have a fitted effect of over 60% in size
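KB-3-1 parental drug-naive adenocarcinoma cells in DMEM/10% FBS, incubated 72 h at 37 C with pin-transferred compounds across a concentration series. Viability by CellTiter-Glo luminescence; concentration-response curves fitted after normalization.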
D3 antag = D3 dopamine receptor (human) antagonism; P35462; D3R cells, DiscoveRx beta-arrestin luminescence, antagonist mode; active compounds read low; max response, negative = inhibition, %; 360,000 compounds, 2.5% hits; AID 652054; in the data active means max response below about -50%; inconclusive means no clear call, values can overlap the other calls; further: on the % scale 0 is the no-effect control and ±100 the full control effect; mostly tested at two doses, the higher about 12 µM
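Cells plated overnight at 1500 cells/well, then exposed to library compounds with dopamine controls for 90 minutes at 37 degrees C. DiscoveRx reagent added for 30–60 minutes at room temperature; luminescence read, quantitative HTS format.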
HT1080-NT tox = kills 2HG-producing HT-1080-NT fibrosarcoma cells | HT-1080-NT fibrosarcoma viability, CellTiter-Glo ATP luminescence, 48 h | Potency, µM (doses to about 46.1 µM), for inactives: at the highest dose activity, negative = less viability, actives largely listed as cytotoxic | 360,000 compounds, 1.6% hits;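 further: NT is the 2HG producing partner of a matched IDH1 knockdown line; potency means the concentration at half of the fitted maximal effect; 0% = DMSO-treated cells and -100% = media-only wells without cells; nearly all actives have a fitted effect of over 55% in size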
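Viability of the 2HG-overproducing fibrosarcoma line after 48 hours of compound exposure at 37 degrees C was determined by luminescence with CellTiter-Glo, and concentration-effect curves were then fitted and categorized.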
Active calls of the source: *; u = inconclusive; x = no result given; [ ] = another dose, or the depositor's remark. Unless noted, the call rests on the fitted dose curve; in most records, active means well fitted curve in the direction sought with a large enough effect; inconclusive means small, poorly fitted or top-dose-only effect, or another doubt; inactive means no such curve, though single readings can be large; an effect the other way counts as inactive or inconclusive.

The opening 2 compounds (preview)
SMILES	KB-V1 MDR tox	HT1080 IDH1KD tx	IL1B secr inh	DRD3 agonist	GLP1R ag	SW480 rereplic	KB-3-1 cytotox	D3 antag	HT1080-NT tox
CSCCC(NC(=O)COc1ccccc1)C(=O)N(C)Cc1ccc(Cl)cc1Cl (stereo not drawn)	-10.9%	-13.1%	-13.8	1.0	-5.0%	2.4%	-10.5%	-0.3	-7.1%
c1ccc(C2CC(c3ccccc3)C(c3ccccc3)N2)cc1 (stereo not drawn)	-7.8%	1.2%	9.9	7.8	-5.9%	-0.1%[9.22 µM]	11.8%	12.0	0.8%

This part in full, repeating the preview:
SMILES	KB-V1 MDR tox	HT1080 IDH1KD tx	IL1B secr inh	DRD3 agonist	GLP1R ag	SW480 rereplic	KB-3-1 cytotox	D3 antag	HT1080-NT tox
CSCCC(NC(=O)COc1ccccc1)C(=O)N(C)Cc1ccc(Cl)cc1Cl (stereo not drawn)	-10.9%	-13.1%	-13.8	1.0	-5.0%	2.4%	-10.5%	-0.3	-7.1%
c1ccc(C2CC(c3ccccc3)C(c3ccccc3)N2)cc1 (stereo not drawn)	-7.8%	1.2%	9.9	7.8	-5.9%	-0.1%[9.22 µM]	11.8%	12.0	0.8%
CC12CC(NC(=O)N1c1cccc(C(=O)N3CCCCC3)c1)c1ccccc1O2 (stereo not drawn)	0.0%	5.2%	20.8	0.2	3.1%	-7.4%	3.4%	25.4	-2.1%
COc1ccc(C(NC(=O)C2CCN(CCCOc3ccccc3)CC2)c2cccs2)cc1 (stereo not drawn)	u	u	-56.4*	-11.6	1.2%	x	u	-74.8*	u
O=C(c1cnn2c(C(F)(F)F)cc(-c3ccccc3)nc12)N1CCOCC1	8.7%	-5.3%[9.24 µM]	-8.6	0.2	-2.1%	0.8%	5.8%	4.7	-4.6%
CN1CCc2c(sc3nc(NCCO)n(-c4cccc(Cl)c4)c(=O)c23)C1	8.6%	15.8%	4.6	-2.1	-4.9%	-20.2%	-12.4%	7.7	8.4%
Cc1ccc(-n2c(O)c(C=NC3CCS(=O)(=O)C3)c3ccccc3c2=O)cc1 (stereo not drawn)	-1.1%	-17.8%	-11.3	15.2	-11.1%	-3.9%	4.7%	19.8	2.7%[9.24 µM]
COCCCN1C(=O)C(CC(=O)NCCc2ccccn2)CC(C(=O)N2CCCCCC2)=C1C (stereo not drawn)	-1.8%	19.3%	0.0	-3.0	4.4%	x	15.4%	-20.1	21.6%
COc1cc(C(=O)NCCN2CCCC2)cc(OC)c1OC	-7.3%	-1.1%[9.24 µM]	4.7	7.0	-2.2%	-4.6%	14.2%	24.1	18.3%
O=C1CSC(=S)N1N=Cc1c(O)ccc2ccccc12	u	u	31.7	-6.3	-5.4%	u	u	-1.9	-13.9%
O=c1cc(CCl)nc2scc(-c3ccccc3)n12	-0.1%	-12.1%	-25.7	-0.1	-0.2%	-4.4%	1.6%	-7.7	u
O=C(Nc1ccc(N2CCCCC2)cc1)c1ccc(F)cc1F	-10.3%	-1.3%	-20.0	-11.4	-27.9%	-1.6%	-5.4%	0.6	-9.5%
CC(=NNC(=O)c1ccc2nc[nH]c2c1)c1ccc(Br)cc1	23.8%	-2.6%	-14.5	-2.1	7.6%	-0.1%	-11.4%	-9.5	-2.2%
O=C1C(=O)N(O)C2CCCCC2N1O (stereo not drawn)	0.5%	19.8%	-0.5	4.7	0.1%	-4.1%	5.5%	10.3	5.0%
COC(=O)c1ccc(C(=O)OC)c(NC(=O)CSCC(=O)O)c1	24.7%	13.0%	15.8	-1.9	0.2%	8.3%	-6.6%	1.7	4.0%
CC1CCN(C(=O)CSc2nc3c(cnn3-c3ccccc3)c(=O)[nH]2)CC1	2.8%	9.8%	13.3	1.2	3.0%	-0.4%	2.5%	33.0	2.8%
CC1CCCC(NC(=O)COC(=O)Cc2ccc(Cl)cc2)C1C (stereo not drawn)	-6.9%	-3.8%	11.8	-13.4	-1.5%	-8.4%	-9.0%	-13.8	-11.9%
COc1ccc(OC)c(S(=O)(=O)Nc2cccc(O)c2)c1	6.0%	1.5%	10.0	2.3	-1.5%	-28.0%	13.0%	-20.1	1.8%
Cc1ccc(S(=O)(=O)Cn2nnnc2C(C(C)C)N2CCN(c3nc4ccccc4s3)CC2)cc1 (stereo not drawn)	-19.4%	2.2%	22.3	-0.2	-1.1%	10.2%	-4.3%	11.7	0.5%
COc1ccccc1NS(=O)(=O)c1ccc(NN=C2CCCCC2)c([N+](=O)[O-])c1	16.4µM*	-2.7%	0.0	-7.1	3.7%	11.8%	14.2%	-60.6*	-10.8%
O=C(Nc1ccon1)c1ccc(Cl)s1	15.2%	u	-6.2	0.8	-5.1%	-13.9%	8.9%	-8.0	-2.4%
Cc1cc2c(cc1C)N(C(=O)CCl)CC(=O)N2	u	23.1µM*	-65.4*	-4.4	-4.2%	x	u	-15.3	u
COc1cc2c(cc1OC)C1(CCCC1)CNC2c1ccc([N+](=O)[O-])cc1 (stereo not drawn)	-3.2%	-17.9%	-22.7	-3.2	10.2%	23.1µM*	-4.9%	8.8	-24.9%
OC(CN1CC=C(/C=C/c2ccc(Br)cc2)CC1)c1ccccc1 (stereo not drawn)	4.7%	u	-72.7*	-9.1	-0.7%	0.7%	-7.7%	19.7	u
COc1cccc(C2CC(c3c(F)cccc3Cl)n3nc(N)nc3N2)c1 (stereo not drawn)	-13.2%	5.0%	-17.6	-2.7	-3.3%	3.7%	-1.9%	-1.1	-0.1%
COc1cc(C2C=C(C(=O)O)Nc3ncnn32)ccc1O (stereo not drawn)	u	x	x	-13.6	-3.2%	x	4.6%	x	x
CNC(=O)c1ccsc1NC(=O)C1CCN(S(=O)(=O)c2cccs2)CC1	-18.0%	-0.7%	22.1	1.1	17.1%	-385.5%[inhibitor]	-3.2%	6.4	-3.2%
COC(=O)c1sccc1Oc1ccc(F)cc1[N+](=O)[O-]	7.7%	1.3%	1.1	-9.7	24.9%	1.8%	8.7%	32.1	-1.0%
CC(C)OC(=O)c1cn(-c2ccccc2)nc1-c1ccco1	-7.1%	4.2%	-89.8*	-2.9	4.3%	u	3.4%	-16.6	3.7%
CCCSc1nnc(CSc2nc3ccccc3s2)n1-c1ccccc1	u	-11.0%	u	6.1	7.2%	2.4%	8.0%	17.6	u
CC1=C(C(=O)N2CCCCCC2)CC(CC(=O)NCCN2CCOCC2)C(=O)N1Cc1ccccc1 (stereo not drawn)	23.0%	19.0%	11.6	6.5	-6.4%	x	0.0%	31.7	19.7%
O=C(NCCCn1ccnc1)c1ccc(F)cc1	u	18.2%	6.2	2.4	5.5%	u	14.8%	-18.6	14.6%
CC(C)COP(=O)(c1ccc(N(C)C)cc1)C(O)c1ccc(N(C)C)cc1 (stereo not drawn)	-1.3%	-4.5%	-28.1	-2.9	-3.7%	-10.7%	-0.5%	-7.8	-1.6%
O=C(O)C1=C(C(=O)Nc2cccc(C(F)(F)F)c2)CCCC1	-0.5%	15.6%	-13.0	-4.3	1.4%	-13.8%	-2.5%	-10.7	u
CC(=O)Nc1cccc(-c2ccnc3c2CC(C(=O)Nc2cccc(NS(C)(=O)=O)c2)O3)c1 (stereo not drawn)	4.1%	5.2%	-0.9	7.6	-11.4%	x	0.0%	28.4	-0.6%
C=CCn1c2ccccc2n2nc(C)c(=O)nc12	15.6%	-4.3%	-5.6	-0.7	29.1%	-2.2%	-6.7%	1.5	-0.6%
Cc1onc(C(N)=O)c1C(=O)Nc1ncc(C(F)(F)F)cc1Cl	0.9%	9.1%	-14.5	3.0	1.0%	-12.0%	8.6%	5.8	u
CN(C)Cc1c(C(=O)N/N=C/c2ccccc2OCc2ccc(F)cc2)nnn1-c1nonc1N	-3.1%	-2.4%	37.4	-13.9	-0.3%	-11.4%	10.7%	-20.4	5.1%
Cc1nn(-c2ccccc2)c2sc(C(=O)Nc3ccccc3Br)cc12	u	x	x	14.9	5.0%	x	9.1%	x	x
N#Cc1ccc(C(=O)N2CCCCC2c2cc(C(=O)NCc3ccccc3)no2)cc1 (stereo not drawn)	-12.4%	12.7%	7.8	5.5	-4.1%	x	-0.3%	0.6	-1.6%
Cc1ccc(S(=O)(=O)/N=C(/c2ccccc2)N(C)C)c(C)c1	10.6%	23.8%	1.3	28.1	6.3%	0.4%	2.8%	8.8	23.8%
COc1cccc(N2CCN(CC(=O)Nc3ccccc3C(=O)NCc3ccccc3)CC2)c1	u	-3.9%	-9.2	16.2	10.7%	4.9%	5.4%	13.0	2.9%[9.24 µM]
C=CCOc1ccc(CN(C)CC(O)COc2cccc3ccccc23)cc1 (stereo not drawn)	0.4%	u	-59.2*	-25.7	13.4%	u	-3.9%	-15.0	u
CCn1c(C)c(C(C)=O)cc(C#N)c1=O	29.8%	10.7%	-16.5	2.4	-4.1%	13.5%	1.9%	3.7	10.6%
COc1ccc(C(=O)NCC(=O)OCC(=O)c2ccc3c(c2)NC(=O)CO3)cc1OC	2.8%	-0.9%	12.5	1.9	9.4%	-13.7%	-7.1%	-8.6	-6.4%
Cc1cccc(NC(=O)c2ccc(Cl)c(NC(=O)c3ccncc3)c2)c1C	-28.5%	3.7%	8.1	2.0	9.0%	-56.5%	13.2%	10.1	13.4%
CC1CCCCC1=NNC(=O)c1ccccc1 (stereo not drawn)	14.6%	10.8%	-12.4	-1.4	-1.1%	x	-1.6%	-5.6	6.2%
CCCn1c(=O)c2sccc2n2c(CCCC(=O)NC3CCN(Cc4ccccc4)CC3)nnc12	0.0%	1.1%	15.6	-3.4	-2.4%	-19.0%	6.2%	6.8	-9.7%
CCOc1ccc(C2C(C#N)=C(N)N(c3sc4c(c3C#N)CCCC4)C3=C2C(=O)CCC3)cc1 (stereo not drawn)	6.6%	-10.2%	-19.0	-0.9	-6.0%	0.2%	-1.0%	3.1	-19.7%
COc1ccc(-n2c(SCC(=O)c3c(N)n(C)c(=O)n(C)c3=O)nc3ccccc32)cc1	16.1%	-0.8%	14.3	2.9	0.4%	-0.7%	5.9%	-8.0	-3.5%
